Source: PubChem (National Center for Advancing Translational Sciences (NCATS))
S3 lipid droplet – qHTS Assay for Lipid Storage Modulators in Drosophila S3 Cells | lipid storage change, negative = inhibition, % at the top dose, mostly 46.1 µM; hits show Potency in µM | AID 2685 | 0.64% of 320,000 active | Drosophila S3 cells, BODIPY lipid droplet fluorescence, 18-24 h; cells fed with added oleic acid; active = well fitted inhibition curve with a large enough effect in the signal ratio, with a control signal flat, not every such curve was filed as active; inconclusive = small, poorly fitted or top-dose-only effect, or effect the other way, or a change in a side signal; the % refers to the signal ratio
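Drosophila S3 cells loaded with oleic acid (400 uM, as added) and compounds at several concentrations; lipid droplets imaged by 488-nm laser-scanning cytometry, 500–530 nm intensity and object ratio to cell channel. Percent activity normalized to 20 uM Triacsin C.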
S3 lipid droplet cell count max – second read-out of S3 lipid droplet, no call of its own (marks repeat the call); cell number change, %; measured here: cell count max response;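 cells counted by Cell Tracker Red CMTPX staining in the red channel; peak over a dose series mostly up to 46.1 µM; percent activity relative to internal control wells on each plate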
* = called active by the depositor; i = inactive; ? = inconclusive; · = no result given; [ ] = remark or other dose. % is scaled to controls: 0 for no effect and ±100 for the full control effect; potency is read from the fitted curve at half-maximal effect. Only part of the results is shown; rates above refer to the full screens.

A first look, 3 compounds:
SMILES	S3 lipid droplet	S3 lipid droplet cell count max
O=c1c2ccccc2n2c(-c3ccc(C(F)(F)F)cc3)nnc2n1Cc1ccccc1	5%	10
CC(=O)c1ccc(-c2ccccc2OC(F)(F)F)o1	-9%	-7
CCOc1ccc(/C=N/NC(=O)C(C)N(c2ccc(OC)cc2)S(C)(=O)=O)cc1OCC (stereo not given)	5%	11

This part in full (from the top)
SMILES	S3 lipid droplet	S3 lipid droplet cell count max
O=c1c2ccccc2n2c(-c3ccc(C(F)(F)F)cc3)nnc2n1Cc1ccccc1	5%	10
CC(=O)c1ccc(-c2ccccc2OC(F)(F)F)o1	-9%	-7
CCOc1ccc(/C=N/NC(=O)C(C)N(c2ccc(OC)cc2)S(C)(=O)=O)cc1OCC (stereo not given)	5%	11
Cc1ccc(N2C(=O)CC(Sc3ccccc3C(=O)O)C2=O)cc1 (stereo not given)	?	·
O=C(CC(SCc1ccco1)c1ccc(O)cc1)c1cccs1 (stereo not given)	?	·
CCN(CC)C1CCS(=O)(=O)C1 (stereo not given)	16%	22
CCc1sc(C(=O)NCCc2ccc(S(N)(=O)=O)cc2)cc1C	?	·
NN(CCO)C(=S)Nc1ccc(Cl)cc1	-2%	12
CCOC(=O)C1(CCCc2ccccc2)CCN(Cc2ccn[nH]2)CC1	2%	8
O=C(NCCCCC(NC(=O)C1CCCCC1)C(=O)O)c1ccccc1 (stereo not given)	?	·
CCOc1ccc(C(=O)NC(=S)N2CCN(c3ccc(C(F)(F)F)cc3[N+](=O)[O-])CC2)cc1	?	·
CN(C)S(=O)(=O)c1cc(NC(=O)COC(=O)C2COc3ccccc3O2)ccc1Cl (stereo not given)	?	·
CCOC(=O)c1ccccc1NC(=O)c1cncc(Br)c1	i	-6
Cc1ccc(-c2cnc3n2CCCCC3)cc1	?	·
CCOc1ccccc1C1CC(c2ccc(F)cc2)Nc2nc(N)nn21 (stereo not given)	?	·
C=CCN1C(=NC(=O)COc2ccccc2)SC2CS(=O)(=O)CC21 (stereo not given)	?	·
Cc1ccc(C(=O)NCCn2cc(SCC(=O)N3CCOCC3)c3ccccc32)cc1	14%	14
Cc1ccc2cc3cc(C(=O)NCc4ccco4)oc3nc2c1	i	7
CCC1CCCCN1CCCNC(=O)CN1C(=O)c2cccnc2Oc2ccc(C)cc21 (stereo not given)	?	·
O=C(NCc1cccs1)C1CCCN1C(=O)Nc1cccc(F)c1 (stereo not given)	1%	-6
COc1cccc(-c2nc(CS(=O)(=O)CC(=O)NC3CCC(C)CC3)c(C)o2)c1 (stereo not given)	?	·
CC(=O)Nc1cccc(NC(=O)CSc2ccc3nnc(CCNC(=O)c4ccccc4)n3n2)c1	3%	16
CC(C)(C)C(=O)NNC(=O)c1ccc(Oc2cc(Cl)cc(Cl)c2)o1	2%	2
COC(=O)C1=C(C)NC2=C(C(=O)CCC2)C1c1ccsc1 (stereo not given)	12%	-5
Cc1ccc(C(=O)NCC(=O)N2CCN(c3ccccc3)CC2)cc1	?	·

Additional structures:
SMILES	S3 lipid droplet	S3 lipid droplet cell count max
COCCCNC(=O)C1CCC(=O)N(c2ccc3c(c2)OCO3)C1c1ccc(OC)cc1 (stereo not given)	?	·
C/C(=C\c1ccco1)C1Nc2cccc3cccc(c23)N1	18µM*	-15*
O=C(c1ccco1)N(c1ccccn1)c1ccccn1	?	·
CC1=C(C(=O)OC(C)C)C(c2cccs2)N2C(=O)C(C)SC2=N1 (stereo not given)	13%	-7
Cc1ccc(Cn2nc(C)c3cc(C(=O)OCC(N)=O)sc32)cc1	?	·
Cc1cc(C)c(NC(=O)Cc2ccc(-n3cccc3)cc2)c(C)c1	?	·
O=C(NCCN1CCOCC1)c1cc(-c2ccc(Br)cc2)on1	19%	27
CCOc1ccc(NC(=S)NCc2nc3ccccc3[nH]2)cc1	-1%	-12
N#Cc1c(N)n[nH]c1CCCN	i	12
Cc1ccc(-c2csc(N(CCc3ccccc3)C(=O)COc3ccccc3)n2)cc1	-30%	15
CC1CCCN(c2nc(NCc3ccco3)nc(N)c2[N+](=O)[O-])C1 (stereo not given)	?	·
COc1ccc2[nH]c3c(=O)n(CCCCC(=O)N4CCCC4)c(=S)[nH]c3c2c1	-2%	2
COc1cccc(-c2nc(CSCC(=O)N3CCc4ccccc43)c(C)o2)c1	i	·
CCC(C)NC(=O)C1CCN(c2nc(C)cc(C)n2)CC1 (stereo not given)	20%	24
COc1ccccc1CO/N=C/NC(=O)c1c(OC)ccnc1Oc1ccc(F)cc1	i	·
COc1ccc(C(=O)N2N=C(c3cccc(OC)c3)CC2(O)C(F)(F)F)cc1 (stereo not given)	?	·
CCOC(=O)CN1C(=O)C(=O)N(Cc2ccccc2)C1=O	-1%	11
CC(SC1=NCCS1)C(=O)Nc1nnc(-c2ccc(F)cc2)s1 (stereo not given)	i	·
O=C(CSc1nc(C(F)(F)F)cc(=O)[nH]1)N1CCCCCC1	?	·
CC(C)c1ccc(NC(=O)[C@H]2CSCN2C(=O)[C@@H]2CCC(=O)N2)cc1	i	10
Cc1nc(NC(C)C)c2cnn(CCc3ccccc3)c2n1	?	·
CCSc1nnc(Cc2cc(=O)[nH]c(=O)[nH]2)n1-c1cccc(C)c1	7%	-21
Cc1cc(F)ccc1NC(=O)c1cc(S(=O)(=O)N2CCCC2)cn1C	?	·
CCNC(C(=O)c1c[nH]c2c(CC)cccc12)c1ccccc1 (stereo not given)	?	·
CC(=O)C1=C(C)NC(=O)NC1c1ccc(OC2CCCC2)cc1 (stereo not given)	i	·

One compound at a time, from the list above.
O=C(c1ccco1)N(c1ccccn1)c1ccccn1 is entered as S3 lipid droplet = ?; S3 lipid droplet cell count max = ·
COc1ccc2[nH]c3c(=O)n(CCCCC(=O)N4CCCC4)c(=S)[nH]c3c2c1 is entered as S3 lipid droplet = -2%; S3 lipid droplet cell count max = 2

Carrying on:
SMILES	S3 lipid droplet	S3 lipid droplet cell count max
COC(=O)Cc1ccc(O)c(N)c1	?	·
Cn1ncc(N=Cc2ccccc2)c1C(=O)Nc1cccc(Cl)c1	i	·
Cc1ccc(NC(=O)CSC2=Nc3ccccc3C3CC=NN23)c(C)c1 (stereo not given)	i	21
CCCCC(=O)N1CCCC(C)C1 (stereo not given)	5%	4
COc1ccc(S(=O)(=O)N2CCOCC2)cc1NC(=O)c1cc2c(s1)CCCC2	10%	·
CC(=O)Nc1ccc(CN2CCCC(C(=O)c3cccc(C(F)(F)F)c3)C2)cc1 (stereo not given)	?	·
Cc1cccc(NC(=O)CN2C(=O)S/C(=C\c3ccc(O)c([N+](=O)[O-])c3)C2=O)c1	6%	-1
COc1cccc(NC(=S)NCc2cccs2)c1	3%	7
CC1CCCN(C(=O)NC2CC(=O)N(c3ccc4c(c3)OCCO4)C2)C1 (stereo not given)	?	·
COc1cc(Cl)ccc1OCc1cc(C(=O)N(C)C2CCOC2)no1 (stereo not given)	i	·
N#Cc1c(SCC(=O)Nc2nc3ccc(Br)cc3s2)sc2c(O)cc(=O)[nH]c12	?	·
COc1ccccc1N1CCN(C(c2cccs2)c2nnnn2C2CCCC2)CC1 (stereo not given)	i	-8
CN(C)C1=NC[C@H](Cc2ccccc2)N1CCC1CCCC1	?	·
COc1ccc(OC)c(NC(=O)C2CCN(S(C)(=O)=O)CC2)c1	22%	0
CCOC(=O)N1CCN(C(=O)c2noc3c2COc2ccccc2-3)CC1	?	·
S=C(Nc1ccccc1)Nc1ccc(OCc2ccccc2)cc1	-1%	11
CCS(=O)(=O)NCCNc1ccc([N+](=O)[O-])cc1	?	·
COc1ccc(OC)c(-n2c(-c3ccc(C)cc3)n[nH]c2=S)c1	8%	·
O=C(O)c1cccc(NC2=Nc3cccc4cccc2c34)c1	-1%	16
O=c1c2ccsc2ncn1Cc1ccccc1F	0%	17
CS(=O)(=O)Nc1ccc(C2=NN(C(=O)c3ccco3)C(c3cccc(F)c3)C2)cc1 (stereo not given)	0%	-13
COc1cc(CNCCO)cc(Br)c1OCc1ccccc1Cl	?	·
O=c1c(Cc2c(F)cccc2Cl)c(O)ccn1Cc1ccc(F)cc1	-11%	·
CC(C)CCN1CC(O)=C(c2nc3ccccc3[nH]2)C1=N	?	·
Cc1c(C(=O)NCCCn2ccnc2)oc2ccccc12	23%	0

New compounds follow.
SMILES	S3 lipid droplet	S3 lipid droplet cell count max
CCC(C)c1c(O)nc(SCC(=O)Nc2ccccc2)[nH]c1=O (stereo not given)	?	·
CC1CCN(C(=O)Cn2nnc(-c3ccc([N+](=O)[O-])cc3)n2)CC1	?	·
CCCC[C@@H]1C[C@H]1[C@@H](NC(=O)c1ccco1)c1ccc(Cl)cc1	?	·
Cn1c(=O)c(N)c2c3c(c(Br)ccc31)C(=O)c1ccccc1-2	-6%	5
Cc1nc(N=Nc2ccc(O)cc2)n[nH]1	11%	12
COc1ccc(-c2nnc(SCC(=O)Nc3cc(C)on3)n2C)cc1OC	?	·
O=C(OCc1ccc(COC(=O)c2ccc(O)cc2)cc1)c1ccc(O)cc1	?	·
O=C(O)C/C(=C\c1ccc(N2CCOCC2)c([N+](=O)[O-])c1)c1nc2ccccc2s1	1%	·
COc1ccc(NC(=O)c2ccccc2O)c(OC)c1	-13%	8
O=C(c1ccc(Br)cc1)N1CCCc2ccccc21	?	·
Cc1ccc(C(OCC(C)(C)C[N+](C)(C)C)c2ccccc2)cc1 (stereo not given)	-12%	-10
CC1=CCC2C(=O)N(Cc3ccccc3)C(=O)C2C1 (stereo not given)	?	·
COc1ccc(-c2nnc(NC(=O)C(C)C)s2)c(OC)c1	?	·
CC1CCN(c2ccc(C(=O)NCc3ccc4c(c3)OCO4)cc2[N+](=O)[O-])CC1	-8%	-1
CC(C)(C)NS(=O)(=O)c1cc(C(=O)O)ccc1Cl	?	·
O=C1CC(c2ccc(S(=O)(=O)NC3CC3)cc2)CN1 (stereo not given)	-14%[9.22 µM]	-1
Fc1ccccc1Cn1cnc(NC(=S)NCCc2ccccc2)n1	7%	5
CC(Oc1ccc2c(=O)c(-c3ccc(Cl)cc3)c(C(F)(F)F)oc2c1)C(=O)O (stereo not given)	5%	10
Cc1cccc(C)c1NC(=O)c1ccc(CN2CCc3ccccc3C2)cc1	?	·
COc1ccc(/C=C2\Sc3ccc(C(=O)N4CCN(Cc5ccccc5)CC4)cc3N(C)C2=O)cc1OC	?	·
Fc1ccc(-c2cc(C(F)(F)F)nc(NCC3CCCO3)n2)cc1 (stereo not given)	?	·
CCCCN(C(=O)c1cc2ccccc2o1)c1c(N)n(CCC)c(=O)[nH]c1=O	?	·
COCCNC(=O)CCSc1nc(-c2ccc(OC)cc2)cc(C(F)(F)F)n1	-15%	-4
Cn1c2ccc(CC(=O)O)cc2c2cc(CC(=O)O)ccc21	3%[9.22 µM]	3
COc1ccccc1CC(=O)NNC(=O)c1ccco1	?	·

Sorted by formula weight (high to low): four of the compounds above.
SMILES	S3 lipid droplet	S3 lipid droplet cell count max
CC(Oc1ccc2c(=O)c(-c3ccc(Cl)cc3)c(C(F)(F)F)oc2c1)C(=O)O (stereo not given)	5%	10
Cc1cccc(C)c1NC(=O)c1ccc(CN2CCc3ccccc3C2)cc1	?	·
CCC(C)c1c(O)nc(SCC(=O)Nc2ccccc2)[nH]c1=O (stereo not given)	?	·
O=C1CC(c2ccc(S(=O)(=O)NC3CC3)cc2)CN1 (stereo not given)	-14%[9.22 µM]	-1

Another view of some results above.
The line under a structure holds: S3 lipid droplet	S3 lipid droplet cell count max
> COc1ccc(OC)c(NC(=O)C2CCN(S(C)(=O)=O)CC2)c1
    22%	0
> CN(C)C1=NC[C@H](Cc2ccccc2)N1CCC1CCCC1
    ?	·
> CCS(=O)(=O)NCCNc1ccc([N+](=O)[O-])cc1
    ?	·

Next results follow:
SMILES	S3 lipid droplet	S3 lipid droplet cell count max
COc1cccc(C2c3[nH]c4ccccc4c3C[C@H]3C(=O)N(C)CC(=O)N23)c1 (stereo not given in full)	15%	-9
CC(C)C(=O)Nc1ccc([N+](=O)[O-])cc1Br	7%	10
CC1CCCCC1NC(=O)Cn1nc(-c2ccccc2)ccc1=O (stereo not given)	?	·
Cc1ccc(C)c(S(=O)(=O)N2C(=S)NC(=O)C2C(C)C)c1 (stereo not given)	?	·
CCc1ccc(CN2CCC(N3CCC(C(=O)N4CCCC4)CC3)CC2)o1	?	·
CCn1cc(C(=O)O)c(=O)c2cc(F)c(N3CCN(S(=O)(=O)c4ccc(Br)cc4)CC3)cc21	-4%	4
O=C(c1nc2ncccn2n1)N1CCN(c2ccccc2)CC1	2%	2
COc1ccccc1C(c1nnnn1CCc1ccccc1)N1CCN(c2ccccc2)CC1 (stereo not given)	18%	-12
O=C(Nc1nnc(-c2cccnc2)s1)c1cccs1	-4%	-17
CCOc1ccc(NC(=S)N2CCC(NC(=O)C3CCCCC3)CC2)cc1	i	9
CC(/C=N\NC(=O)c1cc(C)oc1C)=C\c1ccccc1	6%	8
CCN1CCN(CC(O)COCC2COc3ccccc3O2)CC1 (stereo not given)	?	·
NC(=O)CC(NC(=O)c1ccccc1)c1ccc(N2CCCCCC2)c([N+](=O)[O-])c1 (stereo not given)	?	·
Cc1cn(CC(=O)c2ccccc2)c2ccccc12	i	-1
